Compound activity from PubChem BioAssay.
RXFP1 antag: blocks the human relaxin receptor RXFP1. HEK293-RXFP1, relaxin-stimulated cAMP HTRF, 30 min; hits give low values. activity change, negative = inhibition, % at 57.5 µM. 0.59% of 350,000 active. AID 1259400;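 active = activity change of -60% or lower, but not beyond a set lower limit; inconclusive = change between -60% and -40%, or beyond the set limit; inactive = change above -40%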; note: % is set by controls: 0 for no effect and ±100 for the full control effect
D1 antag: human D1 dopamine receptor antagonism. HEK293 TREx D1 cells, calcium flux, dopamine EC80; hits give low values. 3.2% of 360,000 active. AID 504652. activity change, negative = inhibition, % at 10 µM. P21728; in the data active = activity change below about -30%; note: % is set by controls: 0 for no effect and ±100 for the full control effect
Target sequence (P21728 whole entry, looked up): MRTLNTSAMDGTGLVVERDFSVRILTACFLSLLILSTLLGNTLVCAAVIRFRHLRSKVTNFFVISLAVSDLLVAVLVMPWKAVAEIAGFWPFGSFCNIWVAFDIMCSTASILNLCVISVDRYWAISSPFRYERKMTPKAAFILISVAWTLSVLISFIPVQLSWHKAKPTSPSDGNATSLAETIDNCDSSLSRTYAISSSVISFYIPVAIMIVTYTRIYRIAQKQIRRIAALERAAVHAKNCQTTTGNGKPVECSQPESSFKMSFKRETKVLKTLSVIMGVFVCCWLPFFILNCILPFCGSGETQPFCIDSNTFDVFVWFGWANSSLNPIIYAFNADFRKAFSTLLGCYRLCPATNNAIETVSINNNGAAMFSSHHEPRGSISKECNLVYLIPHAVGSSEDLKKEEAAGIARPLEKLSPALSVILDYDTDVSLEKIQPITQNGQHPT
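Calcium flux readout: force-coupled, inducible Hek293 Trex D1 line, cells induced overnight at 30 C with tetracycline, dye-loaded 30–90 min at RT. Antagonism scored against EC80 dopamine challenge given 180 s after compound.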
GRP78 ERSR act: induces the endoplasmic reticulum stress response in human glioma cells | AID 602332 | Potency, µM, inactives show top-dose activation, most hits filed as activators | 0.02% of 420,000 active | U87-MG GRP78 promoter luciferase reporter, 16 h; note: potency is the fitted concentration of half-maximal effect; series mostly up to about 76 µM; % of control where 0% means no effect; nearly all actives have a fitted effect of over 35% in size
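Stably transfected U87-MG glioma cells carrying a GRP78-based luciferase sensor; 16 h compound incubation. Luminescence end-point read 10 min after Bright-Glo addition at room temperature.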
Vif-APOBEC3F blk: Vif-A3F binding inhibition. HeLa A3F-eYFP + Vif (tagged APOBEC3F with the HIV-1 protein that degrades it), YFP fluorescence increase. Potency, µM (top dose mostly 46.1 µM), for the others: top-dose activity, negative = active. 0.2% of 390,000 active; note: potency is the fitted concentration of half-maximal effect; % of control where 0% means no effect; nearly all actives have a fitted effect of over 65% in size
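HeLa cells stably expressing A3F-eYFP plus Vif, plated and incubated overnight at 37 deg C, then exposed to compounds overnight at 37 deg C. Blocked degradation read as raised yellow fluorescence (Ex 488/Em 500-530).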
Vif-APOBEC3G blk: Vif-A3G binding inhibition; Q9HC16; HeLa A3G-eYFP + Vif (tagged APOBEC3G with the HIV-1 protein that degrades it), YFP fluorescence, overnight; Potency, µM (doses to about 46.1 µM), without a hit: at the highest dose activity, negative = active, hits mostly inhibitors; 0.076% of 410,000 active;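 note: potency is the fitted concentration of half-maximal effect; % is set by controls: 0 for no effect and ±100 for the full control effect; nearly all actives have a fitted effect of over 60% in size; hits raise eYFP signal because A3G escapes Vif-driven loss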
Target sequence (Q9HC16 whole entry, looked up): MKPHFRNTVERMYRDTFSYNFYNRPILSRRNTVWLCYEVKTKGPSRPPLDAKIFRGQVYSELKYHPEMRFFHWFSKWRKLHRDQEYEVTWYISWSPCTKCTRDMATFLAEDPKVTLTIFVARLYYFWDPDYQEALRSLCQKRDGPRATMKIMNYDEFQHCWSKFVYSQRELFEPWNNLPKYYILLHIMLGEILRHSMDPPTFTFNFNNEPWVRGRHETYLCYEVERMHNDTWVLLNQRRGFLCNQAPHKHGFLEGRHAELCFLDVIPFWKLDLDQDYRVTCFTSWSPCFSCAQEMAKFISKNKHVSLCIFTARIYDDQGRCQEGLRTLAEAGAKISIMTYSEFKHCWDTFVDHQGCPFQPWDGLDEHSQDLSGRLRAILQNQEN
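Read-out is eYFP fluorescence (Ex 488/Em 500-530) from Vif-expressing HeLa A3G-eYFP cells; more signal means A3G escaped Vif-mediated degradation. Cells plated overnight, compound pinned in, incubated overnight at 37 deg C.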
D1 potentiator: enhances dopamine response at the human D1 receptor. P21728. HEK293 TREx D1 cells, calcium flux, dopamine EC20 potentiation. potentiation, % at 10 µM. 0.036% of 360,000 active. AID 504651; in the data active = potentiation above about 30%; note: 0% is about no effect
D1 ag: human D1 receptor agonism. P21728. HEK293 T-REx D1 cells, calcium flux, agonist mode. activation, % at 2 µM. 1% of 360,000 active; in the data active = activation above about 30%; note: 0% is about no effect
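Tetracycline-induced HEK293 TREx D1 cells, force-coupled to calcium signalling, were dye-loaded with a no-wash calcium kit. Compound was pin-added after a 10 s baseline. Fluorescence was read kinetically at 1 cycle/s for 180 s, with calcium rises flagged as agonism.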
D2 potentiator: positive allosteric modulators of human D2 dopamine receptor. potentiation, % at 10 µM. 0.34% of 340,000 active. HEK293 T-REx D2, calcium flux, EC20 dopamine potentiation;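 active = potentiation over 3 SD above the plate norm, cut at about 30% in these data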; note: 0% is about no effect
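Potentiation of an EC20 dopamine calcium response measured kinetically over 180 s, after a preceding 180 s compound-only read flagging agonists. Cells: inducible Hek293 Trex D2 line, 4000/well, cultured overnight at 30 C before dye loading.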
RXFP1 agonist: activates the human relaxin receptor RXFP1 | HEK293T-RXFP1 cAMP TR-FRET, 30 min; response scale: percent of porcine relaxin response, buffer zero | Potency, µM (titrated, usually from 57.5 µM), inactives show top-dose activation, hits mostly activators | 0.3% of 370,000 active | AID 2676; note: potency is the fitted concentration of half-maximal effect; % is set by controls: 0 for no effect and ±100 for the full control effect; nearly all actives have a fitted effect of over 60% in size; many of its hits are not listed in these tables
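HEK293T cells stably expressing RXFP1 were pretreated with the PDE4 inhibitor Ro 20174, exposed to compounds for 30 min at 37C, lysed, and cAMP was read by TR-FRET. Data normalized to buffer (basal) and 29 nM porcine relaxin (100%).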
Starred values were filed as active, the others as inactive; ? = inconclusive; nt = no result given. Unless noted, calls come from the whole dose curve; as a rule, active = well fitted curve in the direction sought with a large enough effect; inconclusive = small, poorly fitted or top-dose-only effect, or another doubt; inactive = no such curve, though single readings can be large; an effect the other way counts as inactive or inconclusive. This is a subset, so the mix of outcomes need not match the whole.

#1 CC(C)c1ccc(NC(=O)c2ccc3c(c2)C(=O)N(Cc2cccnc2)C3=O)cc1
#2 COc1cc2c(cc1NC(=O)C(C)N1CCN(S(=O)(=O)c3ccccc3[N+](=O)[O-])CC1)oc1ccccc12 (stereo not given)
#3 COCCCn1c(=O)c2sccc2n(Cc2ccccc2C)c1=O
#4 Cc1ccc(S(=O)(=O)Nc2ccc(O)c3ncccc23)cc1
#5 O=C(COC(=O)c1ccc(O)cc1O)c1ccc2c(c1)OCO2
#6 CCCCOC(=O)c1ccc(NC(=O)COC(=O)CSc2nc(C)cc(C)n2)cc1
#7 NC(=O)c1ccc(NC(=S)NCc2ccco2)cc1
#8 COc1cc(OC)c(-c2nnc(-c3ccc(OC)c(OC)c3OC)o2)cc1OC

Compound	1	2	3	4	5	6	7	8
RXFP1 antag	-12	2	-2	nt	-5	nt	5	-13
D1 antag	-6	-3	-23	9	-15	-20	-2	-13
GRP78 ERSR act	-14%	1%	0%	-1%	4%	2%	-6%	-1%
Vif-APOBEC3F blk	-9%	-2%	-2%	?	5%	-6%	-9%	-5%
Vif-APOBEC3G blk	-1%	-4%	-9%	-29%	1%	-3%	3%	-8%
D1 potentiator	-3	6	1	-4	2	-6	-3	-8
D1 ag	3	1	3	6	1	1	-1	-1
D2 potentiator	-1	15	10	-1	-2	8	-1	13
RXFP1 agonist	-0.9%	-0.9%	0.0%	-1.0%	1.0%	0.0%	-2.9%	7.2%

Four entries from above in a different format.
[5] O=C(COC(=O)c1ccc(O)cc1O)c1ccc2c(c1)OCO2
  RXFP1 antag: -5	D1 antag: -15	GRP78 ERSR act: 4%	Vif-APOBEC3F blk: 5%	Vif-APOBEC3G blk: 1%	D1 potentiator: 2	D1 ag: 1	D2 potentiator: -2	RXFP1 agonist: 1.0%
[1] CC(C)c1ccc(NC(=O)c2ccc3c(c2)C(=O)N(Cc2cccnc2)C3=O)cc1
  RXFP1 antag: -12	D1 antag: -6	GRP78 ERSR act: -14%	Vif-APOBEC3F blk: -9%	Vif-APOBEC3G blk: -1%	D1 potentiator: -3	D1 ag: 3	D2 potentiator: -1	RXFP1 agonist: -0.9%
[8] COc1cc(OC)c(-c2nnc(-c3ccc(OC)c(OC)c3OC)o2)cc1OC
  RXFP1 antag: -13	D1 antag: -13	GRP78 ERSR act: -1%	Vif-APOBEC3F blk: -5%	Vif-APOBEC3G blk: -8%	D1 potentiator: -8	D1 ag: -1	D2 potentiator: 13	RXFP1 agonist: 7.2%
[6] CCCCOC(=O)c1ccc(NC(=O)COC(=O)CSc2nc(C)cc(C)n2)cc1
  RXFP1 antag: nt	D1 antag: -20	GRP78 ERSR act: 2%	Vif-APOBEC3F blk: -6%	Vif-APOBEC3G blk: -3%	D1 potentiator: -6	D1 ag: 1	D2 potentiator: 8	RXFP1 agonist: 0.0%

(further entries)
#9 CCN(c1ccccc1)c1nnc(NC(=O)Nc2ccc(Br)c(C)c2)s1
#10 CN(C1CCCCC1)S(=O)(=O)c1cccc2nsnc12
#11 O=C(CCCCCN1C(=O)CCC1=O)NCc1ccccc1
#12 Cc1cc(=O)oc2cc(OCC(=O)NC3CCN(Cc4ccccc4)CC3)ccc12
#13 Cc1ccc(-n2ncc(C(=O)NCCN3CCc4ccccc4C3)c2C2CCNCC2)cc1C
#14 Cc1ccc(-c2csc(NC(=O)c3ccc(Br)cc3)c2C(=O)O)cc1
#15 CCC1CSC(Nc2ccc(C(=O)/C=C/c3ccc(OC)c(OC)c3)cc2)=N1 (stereo not given)
#16 CCc1nc(SCC(=O)Nc2ccccc2OC)c2c(C)c(C)sc2n1

Compound	9	10	11	12	13	14	15	16
RXFP1 antag	-5	6	-2	21	nt	-19	-28	-10
D1 antag	-2	0	3	4	4	-5	-4	0
GRP78 ERSR act	-1%	-1%	0%	6%	-3%	0%	-12%	-6%
Vif-APOBEC3F blk	0%	-12%	1%	2%	-3%	11%	4%	19%
Vif-APOBEC3G blk	0%	3%	-2%	0%	4%	3%	-27%	-2%
D1 potentiator	-3	-14	-10	-6	-1	-2	-3	-12
D1 ag	2	0	1	1	1	1	5	5
D2 potentiator	-3	-6	3	-4	7	-8	12	-9
RXFP1 agonist	-1.8%	0.2%	0.0%	-0.6%	3.5%	-3.9%	-1.1%	1.1%

#17 CCC(C)c1ccccc1NC(=O)CN(CC)CC(=O)Nc1ccc2c(c1)OCCO2 (stereo not given)
#18 Brc1ccc(OCCN2CCOCC2)cc1
#19 CCOc1cccc2sc(N(CCN(CC)CC)C(=O)c3ccc(S(=O)(=O)N4CCCCC4)cc3)nc12
#20 COc1cccc(CCc2nnc(CCC(=O)NC(C)Cc3cccs3)o2)c1 (stereo not given)
#21 CCOC(=O)CCSCC(=O)Nc1nnc(C)s1
#22 Cc1ccc(C2OCC(C)([N+](=O)[O-])CO2)cc1 (stereo not given)
#23 O=S(Cc1ccc(Cl)cc1)CC(O)COc1ccc(Cl)cc1 (stereo not given)
#24 O=S(=O)(c1ccc(F)cc1)N1CCN(Cc2ccccc2C(F)(F)F)CC1

Compound	17	18	19	20	21	22	23	24
RXFP1 antag	-21	2	-13	-1	6	8	-14	0
D1 antag	nt	3	-10	-7	9	nt	5	3
GRP78 ERSR act	2%	0%	-3%	2%	0%	-3%	-5%	-7%
Vif-APOBEC3F blk	7%	9%	-5%	5%	2%	-8%	-10%	-6%
Vif-APOBEC3G blk	0%	1%	1%	1%	5%	-1%	1%	-2%
D1 potentiator	nt	-1	4	7	-4	nt	5	-8
D1 ag	nt	3	8	10	-1	nt	3	2
D2 potentiator	nt	0	-17	11	7	nt	11	18
RXFP1 agonist	nt	0.1%	4.2%	-3.1%	0.7%	nt	2.1%	-0.1%

The closing 2 compounds of the part above lead into the next.
#23 O=S(Cc1ccc(Cl)cc1)CC(O)COc1ccc(Cl)cc1 (stereo not given)
#24 O=S(=O)(c1ccc(F)cc1)N1CCN(Cc2ccccc2C(F)(F)F)CC1
#25 Cc1nn(Cc2ccccc2Cl)c2sc(C(=O)OC3CCCC3=O)cc12 (stereo not given)
#26 CCOC(=O)C1=C(CC)Nc2ccccc2N=C1NC(=O)c1cc(S(=O)(=O)N2CCOCC2)ccc1C
#27 COC(=O)C(C)NC(=O)CNS(=O)(=O)c1ccc(F)cc1 (stereo not given)
#28 Cc1c(Cl)c(C(=O)NC2C3CC4CC(C3)CC2C4)nn1C (stereo not given)
#29 COc1cc(NC(=O)CN2CCCN(Cc3cccc(F)c3)S2(=O)=O)cc(OC)c1
#30 O=C(NCCCCNC(=O)c1cccs1)c1cccs1
#31 NCCCC[C@H]1NC(=O)[C@H](CCC(=O)O)NC(=O)c2cc([N+](=O)[O-])cc(I)c2OCC[C@@H](C(N)=O)NC1=O
#32 COc1cc(C2CC(=O)N(CC(=O)NCc3ccco3)c3ccccc3S2)cc(OC)c1OC (stereo not given)

Compound	23	24	25	26	27	28	29	30	31	32
RXFP1 antag	-14	0	6	-9	6	5	-9	7	nt	10
D1 antag	5	3	-7	nt	17	21	3	-2	-11	6
GRP78 ERSR act	-5%	-7%	-4%	-5%	-1%	-1%	6%	-1%	-2%	-2%
Vif-APOBEC3F blk	-10%	-6%	-2%	-2%	1%	-2%	-3%	-6%	-2%	0%
Vif-APOBEC3G blk	1%	-2%	0%	-6%	-6%	2%	1%	-1%	0%	2%
D1 potentiator	5	-8	-1	nt	-4	-1	-5	0	-2	-2
D1 ag	3	2	7	nt	1	2	6	5	-2	1
D2 potentiator	11	18	15	nt	3	9	-21	-5	-2	6
RXFP1 agonist	2.1%	-0.1%	0.2%	nt	-0.4%	0.1%	-1.4%	1.1%	1.6%	0.5%

#33 Cn1cccc1Cc1nnc(SCC(=O)Nc2nccs2)n1C
#34 NC(=O)c1cc(S(=O)(=O)N2CCCC2)ccc1OCc1ccc(F)cc1
#35 Cc1ccc(-n2c(-c3cc(C)n(C)n3)n[nH]c2=S)cc1
#36 Cc1nc2c(cnn2-c2ccccc2)c(=O)n1/N=C/c1ccccc1
#37 CCc1ccccc1NS(=O)(=O)c1ccc(NC(=O)N2CCCC2)cc1
#38 COc1ccc(CNC(=O)COC(=O)CN2C(=O)NC3(CCCC3)C2=O)cc1
#39 CC(=O)NCCn1c(C)cc2ccccc21
#40 N#Cc1ccncc1S(=O)c1ccc(Cl)cc1 (stereo not given)
#41 Cc1c(F)cccc1NC(=O)c1ccc2c(c1)CCN2S(C)(=O)=O

Compound	33	34	35	36	37	38	39	40	41
RXFP1 antag	22	3	-13	5	-2	6	-4	-1	8
D1 antag	9	-9	7	-9	-7	-7	8	6	-4
GRP78 ERSR act	-1%	-1%	-2%	-4%	-2%	-6%	-2%	-6%	0%
Vif-APOBEC3F blk	2%	1%	0%	14%	2%	-13%	-9%	-5%	9%
Vif-APOBEC3G blk	6%	-4%	-10%	0%	0%	0%	0%	-7%	0%
D1 potentiator	-7	0	-5	-2	0	0	1	-8	-3
D1 ag	1	-1	1	1	1	0	5	1	17
D2 potentiator	-4	nt	9	-4	14	-4	-4	-6	10
RXFP1 agonist	2.1%	-1.5%	2.0%	0.3%	2.7%	-1.5%	1.1%	5.6%	-0.7%
